# Screening results from PubChem.
# Cneo AK release: Cryptococcus neoformans cell lysis inducers, primary screen, AK release luminescence, single concentration | C. neoformans lysis, adenylate kinase release luminescence, 4 h; normalised: neutral wells 0, clomiphene wells 100 | lysis activity, % at 15 µM | 360,000 tested, 0.2% active;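 active = mean lysis activity across replicates of at least 80%, whatever share of replicates individually reach that level; inactive = mean lysis activity below 80%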
#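 Assay system: Cryptococcus neoformans yeast cells / Dosing: single-point compound dose / Timing: 4 h at 37 °C static, read 1 h later / Measured by: luminescence of released adenylate kinase using an AK detection reagent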
# LGR2 antag: inhibitors of bursicon-induced LGR2 CRE-luciferase signal, primary screen, cell-based, HEK293, CRE-luciferase reporter, bursicon stimulation; inhibition, % at 9.99 µM; 380,000 tested, 0.35% active; Drosophila bursicon receptor LGR2 (rickets); AID 720647, 2013; bursicon-stimulated, 4 h;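 active = drop in luminescence signal, shown as inhibition above about 50% in the replicate tests, limit read from the data, passing the limit was not always enough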;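 note: agonist challenge used bursicon conditioned medium at about half maximal strength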
# PAX8 reporter: inhibitors of PAX8-driven TPO luciferase reporter, primary screen, RMG-I cells, single concentration. 360,000 tested, 1.2% active. inhibition, % at 12.6 µM. SteadyGlo, 24 h. AID 652154, 2013;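 active = mean replicate inhibition at least 60% with every replicate also reaching 60%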;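 note: luciferase light reporting Pax8 driven TPO promoter activity; plate controls were median of neutral control wells for no effect and mitoxantrone controls for full effect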
# miR-122 sensor: miR-122 Renilla sensor signal increase in Huh7, primary screen, miR-122 inhibitor project, cell-based, single point, plate reader | 340,000 tested, 0.3% active | Huh7 miR-122 Renilla luciferase sensor, 48 h; neutral wells = 0, positive control = 100 | activation (reporter increase), % at 12.5 µM | AID 602342, 2012;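 active = mean replicate activation score at least 90 and every replicate individually at or above 90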;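 note: higher luciferase means less miR-122 activity so hits act as miR-122 inhibitors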
# Casp6 inh: human caspase-6 inhibitors, primary screen, biochemical, VEID-R110 fluorescence, single point, set 2 | P55212 | purified caspase-6, Z-VEID-R110 cleavage fluorescence | inhibition, % at 12.5 µM | 350,000 tested, 0.53% active;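 active = mean inhibition across replicates at least about 35%, with every replicate also reaching that limit, limit read from the data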;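 note: 0% = median of neutral control wells and 100% = no fluorescence left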
# Target sequence (P55212 24-179 limits assumed): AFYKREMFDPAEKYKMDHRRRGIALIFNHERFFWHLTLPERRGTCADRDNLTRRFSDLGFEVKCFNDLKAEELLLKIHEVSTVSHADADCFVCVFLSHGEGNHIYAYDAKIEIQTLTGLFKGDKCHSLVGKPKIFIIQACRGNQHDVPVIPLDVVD
# Target sequence (P55212 194-293 limits assumed): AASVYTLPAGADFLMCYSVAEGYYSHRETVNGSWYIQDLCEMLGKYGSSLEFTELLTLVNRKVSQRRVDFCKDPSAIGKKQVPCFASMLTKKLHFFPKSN
# PGC1a acetyl inh: inhibitors of PGC1a acetylation signal, primary screen, cell-based, U2OS, AlphaScreen, inhibitor mode. AlphaScreen anti-acetyl-lysine; with virally co-expressed GCN5 acetyltransferase. inhibition, % at 15.6 µM. 350,000 tested, 0.17% active;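 active = every replicate shows inhibition of at least 40%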;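 note: 0% = neutral control wells and 100% = positive control wells; some results beyond the cut were filed as inactive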
# FN deposit inh: inhibitors of fibronectin matrix deposition, primary screen, AH1F cells, Alexa488-fibronectin fluorescence, plate reader; AH1F fibroblasts, overnight; 350,000 tested, 0.086% active; AID 743247, 2014; inhibition, % at 12.6 µM;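 active = mean inhibition across replicates of 30% or more, regardless of how many single replicates reach that level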;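 note: positive control wells lacked labelled fibronectin entirely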
#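 test system = AH1F fibroblasts assembling fluorescent fibronectin matrix | quantity = 10000 AH1F cells per well | buffer or medium = DMEM plus 2% serum, read in PBS | doses = single dose, pinned | incubation = 1 h cell attachment, overnight exposure to compound and label | detection = fluorescence at 485 nm excitation, 525 nm emission | read-out basis = inhibition from reduced deposited-fibronectin fluorescence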
# EWS-Fli inh: EWS/Fli-driven NR0B1 reporter inhibitors, primary screen, A673 cells, NR0B1 luciferase, luminescence, MLPCN library. viability-normalised. inhibition, % at 12.6 µM. 350,000 tested, 0.67% active. AID 651661, 2012;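 active = mean inhibition of at least 50% after viability correction, with every replicate also passing that limit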;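 note: firefly luciferase signal divided by Alamar Blue viability fluorescence both relative to DMSO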
# An asterisk follows results filed as active; . = not tested or not shown; [ ] = remark or other dose.
SMILES	Cneo AK release	LGR2 antag	PAX8 reporter	miR-122 sensor	Casp6 inh	PGC1a acetyl inh	FN deposit inh	EWS-Fli inh
Cc1noc(C)c1NC(=O)Nc1ccc2c(c1)CC(=O)N([C@H](C)CO)C[C@H](C)[C@@H](CN(C)C(=O)Nc1cccc3ccccc13)O2	.	6	-21	-7[16.7 µM]	.	-1	.	-8
C[C@H](CO)N1C[C@H](C)[C@H](CN(C)S(=O)(=O)c2ccc(F)cc2)Oc2c(NC(=O)c3ccc(-c4nccs4)cc3)cccc2C1=O	7	.	.	7[16.7 µM]	-1	-1	.	2
COC(=O)Nc1nnc(/C=C/c2ccccc2)s1	.	-40	-55	.	-1	.	0	4
OC1(C#CCCN2CCCCC2)c2ccccc2-c2ccccc21	8	14	9	10	1	2	-7	9
O=C(NC(Cc1ccccc1)C(=O)O)/C(=C\c1ccco1)NC(=O)c1ccccc1 (configuration not stated)	2	-23	-14	2	.	-8	5	.
C[C@@H]1CN([C@@H](C)CO)C(=O)c2cc(NS(=O)(=O)c3ccc(F)cc3)ccc2O[C@@H](C)CCCCO[C@@H]1CN(C)CC1CCCCC1	48	5	15	-19[16.7 µM]	-3	-5	.	11
Cc1ccc(S(=O)(=O)N2CC3=C(c4ccccc4)CC4(C)C(=O)C(C)(C)CC4=C3C2)cc1 (configuration not stated)	.	7	-8	.	-4	.	-4	-2
O=C1Cc2cc(S(=O)(=O)NCc3ccccc3Cl)cc3c2N1CCC3	1	-13	-7	35	-1	5	5	5
O=C(CN1CCCCC1)N/N=C/c1ccccc1Br	-1	0	8	-3	-4	3	-3	-1
O=Cc1c(NCCc2cccc(F)c2)c2ccccc2[nH]c1=O	1	10	9	-7	3	11	2	6
CC(C)(C)CC(=O)Nc1nnc(SCC(=O)Nc2ccccc2F)s1	.	-3	-2	.	0	-8	.	4
COc1ccc(N(CC(=O)NCc2ccc(F)cc2)C(=O)c2snc(C(N)=O)c2N)cc1	-1	5	13	.	9	.	-9	1
COc1ccc(CN(C)C[C@H]2OCCCC[C@@H](C)Oc3ccc(NS(=O)(=O)c4cccs4)cc3C(=O)N([C@H](C)CO)C[C@@H]2C)cc1	1	1	-3	7[16.7 µM]	-2	-3	.	-8
Cc1c(N(C(=O)c2ccccn2)C2(C(=O)NC3CCCC3)CCCCC2)c(=O)n(-c2ccccc2)n1C	.	-5	11	.	0	-1	-9	1
Cc1nn(-c2ccc(F)cc2)c(Cl)c1C(=O)OC(C)C(=O)N(C)C1CCCCC1 (configuration not stated)	8	-1	4	-3	0	0	3	8
CC(C)(C)NC(=O)C(c1ccncc1)N(Cc1cccs1)C(=O)Cn1nnc(-c2ccc(F)cc2)n1 (configuration not stated)	1	.	.	7	.	-39	12	.
COc1ccc(N2CCN(C(=O)c3cccc(S(=O)(=O)N4CCOCC4)c3)CC2)cc1	-4	12	-5	.	1	.	4	-2
CCNc1nnc(SCC(=O)c2c(N)n(C3CC3)c(=O)[nH]c2=O)s1	-3	6	1	.	0	3	0	-1
Cn1c(=O)c(=O)n(C)c2cc(S(=O)(=O)N3CCN(C4CCCCC4)CC3)ccc21	-1	-4	3	1	-3	-2	-1	-4
C[C@H](CO)N1C[C@H](C)[C@@H](CN(C)C(=O)Nc2ccc(C(F)(F)F)cc2)OCCCC[C@H](C)Oc2ccc(NS(=O)(=O)c3ccc(Cl)cc3)cc2C1=O	-3	37	69*	-4[16.7 µM]	2	12	.	2
C[C@@H]1CN([C@@H](C)CO)C(=O)c2cc(NS(=O)(=O)c3cn(C)cn3)ccc2O[C@H]1CN(C)CC1CC1	-12	22	-16	-1[16.7 µM]	-1	8	.	-15
Cc1ccc(N(C(=O)CNC(=O)c2ccco2)C(C(=O)NCC2CCCO2)c2ccccc2)c(C)c1 (configuration not stated)	-1	2	-9	-9	8	-4	-8	-6
CC(=O)c1c(C)[nH]c(C(=O)OCc2cc(-c3ccco3)on2)c1C	-1	11	14	-13	10	18	-1	2
Cc1onc(-c2c(F)cccc2Cl)c1C(=O)NCc1ccc2c(c1)OCO2	2	18	-2	.	2	-6	.	.

# Single records, as listed above:
# Cn1c(=O)c(=O)n(C)c2cc(S(=O)(=O)N3CCN(C4CCCCC4)CC3)ccc21 reads Cneo AK release: -1; LGR2 antag: -4; PAX8 reporter: 3; miR-122 sensor: 1; Casp6 inh: -3; PGC1a acetyl inh: -2; FN deposit inh: -1; EWS-Fli inh: -4
# COc1ccc(N2CCN(C(=O)c3cccc(S(=O)(=O)N4CCOCC4)c3)CC2)cc1 reads Cneo AK release: -4; LGR2 antag: 12; PAX8 reporter: -5; miR-122 sensor: .; Casp6 inh: 1; PGC1a acetyl inh: .; FN deposit inh: 4; EWS-Fli inh: -2

# (further entries)
SMILES	Cneo AK release	LGR2 antag	PAX8 reporter	miR-122 sensor	Casp6 inh	PGC1a acetyl inh	FN deposit inh	EWS-Fli inh
CN(Cc1nc(-c2ccccc2)no1)C(=O)c1ccco1	-3	-27	-7	.	3	.	-8	-29
CCC(=O)Nc1ccc2c(c1)C(=O)N(C)C[C@@H](OC)[C@@H](C)CN(C(=O)c1ccccn1)[C@@H](C)CO2	-3	-2	-2	.	3	10	-1	0
CCN(c1ccccc1)S(=O)(=O)c1ccc(C(=O)Nc2ccccn2)cc1	7	-20	-48	0	0	-14	.	-27
Cc1cccc(C)c1NC1=C(Cl)C(=O)OC1OC(=O)c1ccccc1 (configuration not stated)	.	.	11	.	0	-1	0	5
CS(=O)(=O)c1[nH]nc(-c2ccccc2)c1C#N	.	-10	-3	.	2	.	-7	-9
CC1(C)Cc2c(cnn2-c2ccccc2)C(NC(=O)CCCn2cncn2)C1 (configuration not stated)	2	-23	-30	-15	-1	.	3	-35
COc1ccc(N2C3=[N+](CC2(C)O)c2ccccc2CC3)cc1 (configuration not stated)	2	-41	.	-4	-2	-4	.	1
COC(=O)[C@H](C(C)C)N(Cc1ccccc1)S(=O)(=O)CCN1CCN(c2ccccc2)CC1	0	-12	8	-4	2	7	-1	-7
O=C(OCc1nnc(-c2ccc([N+](=O)[O-])cc2)o1)c1ccc(F)c(S(=O)(=O)N2CCOCC2)c1	4	12	.	0	2	.	-1	-2
CC(=O)Nc1cc(-c2ccc(C(=O)NC3CC3)cc2)cn2c(-c3ccc(F)c(Cl)c3)cnc12	-1	4	47	-4	3	.	1	1
O=C(NCc1ccccc1OC(F)(F)F)C1CCC(=O)N(Cc2ccccn2)C1 (configuration not stated)	-2	-3	7	-9	-5	1	1	3
CCCNC(=O)C[C@H]1CC[C@@H]2[C@H](COC[C@@H](O)CN2C(=O)Nc2cccc(Cl)c2)O1	0	-8	.	-1[16.7 µM]	1	15	-11	.
Cc1noc(C)c1S(=O)(=O)Nc1ccc2c(c1)CC(=O)N([C@@H](C)CO)C[C@H](C)[C@@H](CN(C)S(=O)(=O)c1cccs1)O2	-2	9	.	-1[16.7 µM]	7	2	-7	2
O=C(Cc1ccc(S(=O)(=O)N2CCOCC2)s1)Oc1ccc(F)cc1	2	-2	0	1	-11	2	-2	-1
Cc1nnc(SCC(=O)NC2CCCc3ccccc32)n1-c1ccccc1 (configuration not stated)	.	12	19	.	-7	.	-1	4
COc1ccc([C@@H]2CC=C(C(=O)O)[C@H](c3ccc(C)cc3)N2S(=O)(=O)c2ccccc2C)cc1	5	-1	0	-4	4	10	3	-4
COc1ccc(-c2csc(NC(=O)CS(=O)(=O)c3ccccc3)n2)cc1	-4	0	-5	.	2	.	2	-10
CCn1ccnc1CN(C)Cc1cn[nH]c1-c1ccc(OC)c(F)c1	2	9	-22	-9	0	.	2	-16
CC(=O)N(C)C[C@@H]1Oc2ncc(C#CC3(O)CCCC3)cc2C(=O)N([C@H](C)CO)C[C@H]1C	-5	13	.	-2[16.7 µM]	2	4	2	0
C[C@H](CO)N1C[C@H](C)[C@H](CN(C)S(=O)(=O)c2cn(C)cn2)Oc2ccc(NC(=O)CCCN(C)C)cc2C1=O	-2	-3	.	-1[16.7 µM]	2	6	.	-3
Cc1ccc(C(=O)OCC(=O)NCc2ccco2)cc1	0	.	.	2	.	-2	4	.
C[C@@H]1CN([C@@H](C)CO)C(=O)Cc2cc(NC(=O)Nc3ccc(F)cc3)ccc2O[C@H]1CN(C)C(=O)NC1CCCCC1	-4	0	13	-11[16.7 µM]	-1	-1	.	-11
COc1ccc(/C(C)=N/Nc2cccc(C(=O)O)c2)cc1OC	1	-96	-160	3	0	.	-5	-63
COc1cccc(NC(=O)COc2c(F)c(F)c(C(F)(F)F)c(F)c2F)c1	1	-6	4	0	4	-4	-3	-8
O=C(CSc1nnc(CNC(=O)c2ccc(F)cc2)o1)NCc1ccccc1	-3	-10	-17	-6	-2	.	-4	.
CCCN(C)C[C@@H]1Oc2cc(C#CCC(C)C)ccc2S(=O)(=O)N([C@@H](C)CO)C[C@H]1C	.	18	.	.	-1	.	1	-22
O=C(Cc1cccnc1)N1CC2(C1)[C@@H](c1ccccc1)[C@@H](CO)N2C(=O)C1CCC1	.	2	13	.	1	-1	0	0
CC1CN(C(=O)c2cc(S(=O)(=O)N3CCN(c4ccccc4)CC3)ccc2Cl)CC(C)O1 (configuration not stated)	.	9	-1	.	0	.	-5	20
COc1ccc(OC)c(CN2CCN(C(=O)c3ccc(C)c(S(=O)(=O)Nc4ccccc4OC)c3)CC2)c1	-2	7	18	-11	-209	0	-4	9
Cc1ccc2c(CN3CCN(c4ccccc4F)CC3)cc(=O)oc2c1	0	-19	-12	-2	-1	-1	20	-1
Cc1cccc(OCCNS(=O)(=O)c2ccc(Cl)cc2)c1	-1	-25	4	.	-1	.	-31	-1
Cc1cc(C(=O)Nc2ccc(N3CCOCC3)c3nonc23)ccc1[N+](=O)[O-]	1	-6	2	-8	-5	-2	10	-30
Cc1ncc(CO)c(/C=N/Nc2cccc(Cl)n2)c1O	-3	14	-1	-2	4	-5	0	-6
O=C(NC1CCCc2ccccc21)C(Cc1ccccc1)NS(=O)(=O)c1cccs1 (configuration not stated)	-4	4	37	17	1	-2	4	4
CN1CCN(C(=O)C[C@H]2CC[C@H]3[C@H](COc4ccc(NC(=O)C5CCOCC5)cc4C(=O)N3C)O2)CC1	-1	-18	-14	.	-10	.	1	1
C[C@H](CO)N1C[C@H](C)[C@@H](CN(C)C)OCCCC[C@H](C)Oc2ccc(NC(=O)CCCN(C)C)cc2C1=O	-3	.	-22	-1[16.7 µM]	-4	19	.	-13
C=CCn1c(SCC(=O)c2ccc(Cl)s2)nc2ccccc2c1=O	0	.	.	0	.	2	-4	.
O=c1c2ccccc2nc(/C=C/c2ccc([N+](=O)[O-])cc2)n1CCCO	2	7	.	-4	.	13	.	.
Cc1cccc(C)c1Nc1nnc(SCC(=O)NCCCN2CCCC2=O)s1	0	-17	-11	-7	0	6	6	0
